14-3-3 PPI = modulators of human 14-3-3 gamma - Raf peptide interaction. P61981. FP, 14-3-3gamma / TMR-pS259-Raf peptide binding. inhibition, % at 40 µM. 0.19% of 160,000 active. AID 422; in the data active means inhibition above about 30%;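 further: 0% = protein plus tracer without compound and 100% = blank with tracer alone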
Target sequence (P61981 whole entry, looked up): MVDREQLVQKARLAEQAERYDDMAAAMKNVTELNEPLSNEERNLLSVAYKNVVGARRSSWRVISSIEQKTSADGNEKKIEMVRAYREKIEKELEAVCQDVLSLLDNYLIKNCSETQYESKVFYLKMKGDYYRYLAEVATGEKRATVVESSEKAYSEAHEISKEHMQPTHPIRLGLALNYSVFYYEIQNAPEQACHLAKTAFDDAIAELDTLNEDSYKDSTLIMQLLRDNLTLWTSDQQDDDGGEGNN
An asterisk follows results filed as active; & = joins results of further samples. Some of the compounds tested; rates above refer to the full screens.

SMILES	14-3-3 PPI
O=C1C2CC=C(Cl)CC2C(=O)N1c1ccc(O)cc1 (centres undefined)	-3
CC(=O)c1ccc(N2C(=NC(=O)C(C)C)SC3CS(=O)(=O)CC32)cc1 (centres undefined)	-11
FC(F)(F)c1ccc(-c2nnc3ccc(C(F)(F)F)cn23)cc1	-6
COc1ccc(OC)c(/C=N/c2oc(-c3ccco3)c(-c3ccco3)c2C#N)c1	10
Cn1cc(Cl)c(-c2nc3ccccc3[nH]2)n1	-2
Clc1cccc(-c2nc3cc(N=CC=Cc4ccccc4)ccc3o2)c1	4
CC(C)(C)NC(=O)CSc1n[nH]c(=O)n1-c1ccccc1	17
COc1ccc(OC)c(N2C(=O)CC(Cc3cc(C)cc(C)c3)C2=O)c1 (centres undefined)	1
CCCOC(=O)C1=C(C)NC2=C(C(=O)CC(c3cccs3)C2)C1c1cc(OC)c(OC)c(OC)c1 (centres undefined)	2
CN(C)c1nccc(N(Cc2ccccc2)Cc2ccccc2)c1C#N	-7
CC(=O)c1ccc(OCC(O)CN2CCN(Cc3ccc4c(c3)OCO4)CC2)cc1 (centres undefined)	-4
O=C(CCc1ccccc1)N1N=C(c2cccc([N+](=O)[O-])c2)CC1(O)C(F)(F)F (centres undefined)	18
COc1ccc2c(c1)sc1nc(-c3ccccc3)cn12	-4
CC12CN(C(=O)c3ccccc3)CC(C)(CN(C(=O)c3ccccc3)C1)C2O (centres undefined)	2
CCCn1c(=S)[nH]c2cc(C(=O)NCc3ccccc3OC)ccc2c1=O	-8
CC(C)[C@H](NC(=O)Nc1cccc(C(F)(F)F)c1)C(=O)O	-16
CCOC(=O)C1=C(N)Oc2ccc3ccccc3c2C1c1ccccc1OC (centres undefined)	0
Cc1ccc2nc(Nc3nc(C)cc(C(F)(F)F)n3)nc(C)c2c1	-7&-3
O=C(Nc1ccc(Cl)cc1)c1cc(S(=O)(=O)NCCc2ccccc2)ccc1F	2
CCOC(=O)c1cnc2ccc(OCC)cc2c1Nc1ccc(O)cc1	-6
COc1cc(-c2noc(CCCC(=O)NCc3ccco3)n2)cc(OC)c1OC	-3
CC(C)(Oc1ccc(Br)cc1)C(=O)O	-2
Cc1nn(-c2ccccc2)c2nc(C(F)(F)F)cc(C(F)(F)F)c12	8
COc1ccc2c(ccn3cc4c(c(=O)n(C)c(=O)n4C)c23)c1	4
O=C(O)C1CCCCC1C(=O)Nc1ccc([N+](=O)[O-])cc1 (centres undefined)	3
Following part:
SMILES	14-3-3 PPI
CCc1cccc(C)c1NC1CS(=O)(=O)CC1O (centres undefined)	-16
Cc1cc(NC(=O)CCCn2nc(C)c([N+](=O)[O-])c2C)no1	-3
Cc1c(NC(=O)c2ccccc2I)cccc1[N+](=O)[O-]	-10
CC=Cc1c(C)nc2sc(C#N)c(N)c2c1C	3
CC(=O)Nc1ccc(-c2cn3ccsc3n2)cc1	-3
O=C(CN1CCCC1)NCC12CC3CC(CC(C3)C1)C2	4
Cc1cccc2cc(C3CC(c4cccs4)=NN3C(=O)CCC(=O)O)c(Cl)nc12 (centres undefined)	-13
CC1CCc2c(C(=O)NCCCN3CCOCC3)csc2C1 (centres undefined)	-2
O=c1oc2ccc(NS(=O)(=O)c3cccs3)cc2s1	-5
Cc1noc(C)c1S(=O)(=O)Nc1ccc(C(=O)N2CCc3ccccc3C2)cc1	-7
Cc1oc(NC(=O)C(F)(F)F)c(C#N)c1C	33*
O=C(c1ccccc1)c1nnc(-c2ccccc2F)o1	-1
CCC(C)NC(=O)c1c[nH]c2ccc(S(=O)(=O)N(C)c3ccccc3C)cc2c1=O (centres undefined)	-9
COc1ccc(C=Cc2ccc3ccccc3[n+]2[O-])c(OC)c1	-8
Cc1cc(C)nc(NC(=O)CSc2nnnn2-c2ccccc2)n1	-3
COc1ccc(C(OC(=O)c2c(C)noc2C)C(=O)NC2CCCC2)cc1 (centres undefined)	-4
CC1=C(C(=O)OCC(C)C)C(c2cccc3ccccc23)C2=C(CC(c3ccccc3)CC2=O)N1 (centres undefined)	-2
c1ccc(OCc2nnc3sc(-c4cccs4)nn23)cc1	-13
Cc1csc(NC(=O)c2ccc(Br)cc2)n1	1
O=C(c1ccncc1)N1N=C(C2CCCCC2)CC1(O)C(F)(F)F (centres undefined)	-18
Cc1ccc(C)c(S(=O)(=O)Nc2ccc3scnc3c2)c1	-6
Cc1cc(C)c2c(N)c(C(=O)NCc3ccco3)sc2n1	1
Cc1ccc(-c2cc(C(=O)Nc3ccc(Cl)c([N+](=O)[O-])c3)c3ccccc3n2)s1	-15
COc1nc2c(C)cccc2cc1-c1noc(-c2ccco2)n1	-37
CSc1nsc(SCC(=O)N2CCc3ccccc32)n1	-11

A draw from above in order of SMILES length, rising:
SMILES	14-3-3 PPI
Cc1csc(NC(=O)c2ccc(Br)cc2)n1	1
CC=Cc1c(C)nc2sc(C#N)c(N)c2c1C	3
CCc1cccc(C)c1NC1CS(=O)(=O)CC1O (centres undefined)	-16
CSc1nsc(SCC(=O)N2CCc3ccccc32)n1	-11
O=C(c1ccccc1)c1nnc(-c2ccccc2F)o1	-1
CC1CCc2c(C(=O)NCCCN3CCOCC3)csc2C1 (centres undefined)	-2
O=c1oc2ccc(NS(=O)(=O)c3cccs3)cc2s1	-5
O=C(CN1CCCC1)NCC12CC3CC(CC(C3)C1)C2	4
Cc1cc(C)c2c(N)c(C(=O)NCc3ccco3)sc2n1	1
Cc1ccc(C)c(S(=O)(=O)Nc2ccc3scnc3c2)c1	-6
Cc1c(NC(=O)c2ccccc2I)cccc1[N+](=O)[O-]	-10
COc1ccc(C=Cc2ccc3ccccc3[n+]2[O-])c(OC)c1	-8
O=C(c1ccncc1)N1N=C(C2CCCCC2)CC1(O)C(F)(F)F (centres undefined)	-18
Cc1cc(NC(=O)CCCn2nc(C)c([N+](=O)[O-])c2C)no1	-3
COc1ccc(C(OC(=O)c2c(C)noc2C)C(=O)NC2CCCC2)cc1 (centres undefined)	-4
Cc1noc(C)c1S(=O)(=O)Nc1ccc(C(=O)N2CCc3ccccc3C2)cc1	-7
Cc1cccc2cc(C3CC(c4cccs4)=NN3C(=O)CCC(=O)O)c(Cl)nc12 (centres undefined)	-13
CCC(C)NC(=O)c1c[nH]c2ccc(S(=O)(=O)N(C)c3ccccc3C)cc2c1=O (centres undefined)	-9
Cc1ccc(-c2cc(C(=O)Nc3ccc(Cl)c([N+](=O)[O-])c3)c3ccccc3n2)s1	-15
CC1=C(C(=O)OCC(C)C)C(c2cccc3ccccc23)C2=C(CC(c3ccccc3)CC2=O)N1 (centres undefined)	-2

Next section:
SMILES	14-3-3 PPI
O=C(Cn1c(=O)oc2ccccc21)NCCCN1CCN(c2ccccc2F)CC1	5
Cc1sc2ncn(CC(=O)NCC(=O)N3CCN(c4ccc(F)cc4)CC3)c(=O)c2c1C	2
Cc1noc(C)c1Cn1nc(C(=O)O)c2ccccc2c1=O	-1
COc1ccc(OC)c(NC(=O)c2sc(=S)n(-c3ccccc3C)c2N)c1	-7
COc1ccccc1NC(=O)c1nn(-c2ccc(C)cc2)c(=O)c2c1c1ccccc1n2C	-8
O=C(Cn1cnc2c(nnn2Cc2ccccc2F)c1=O)NCc1ccco1	-1
O=C(Cn1c2ccccc2c(=O)c2ccccc21)Nc1cccnc1	-11
COc1ccc(C(=O)Nc2ccc(NC(=O)c3cccs3)cc2)cc1OC	-34
Cc1ccc(-c2noc(CCC(=O)Nc3cccc(Cl)c3)n2)cc1	13
Cc1ccc(N(Cc2cc3ccccc3[nH]c2=O)C(=O)c2ccco2)c(C)c1	-1
CCOC(=O)C1=C(C)Nc2nc(-c3ccccc3OC)nn2C1c1ccc(Cl)cc1 (centres undefined)	-1
COCCn1c(SCC(=O)c2ccc3c(c2)OCCO3)nnc1-c1ccco1	-4
O=C(O)C1C2C=CC(O2)C1C(=O)NCCCn1ccnc1 (centres undefined)	-2&4
CCN(CC)C(=O)Cn1ccc2ccccc2c1=O	-5
CC(C)Cn1cc(I)c(=O)[nH]c1=O	8
O=C(COc1ccccc1Br)Nc1nccs1	1
COc1cc(OC)cc(-n2nc(C(=O)Nc3cc(Cl)ccc3OC)c3ccccc3c2=O)c1	-15
C/C(Cl)=C\Cn1c(=O)c2c(nc3n2CCS3)n(C)c1=O	0
COc1ccc(OC)c(NC(=O)Nc2cccc(Cn3cccn3)c2)c1	-2
Cc1ccc(C)c(C(=O)n2cnnc2N)c1	-15
CC(C)c1ccc(NC(=O)C(c2ccc3c(c2)OCO3)N(C)c2ccccc2)cc1 (centres undefined)	0
COc1ccccc1NCCC(=O)OCC(=O)Nc1ccc(Cl)cn1	-3
CCCCC(=O)NC(Nc1sc2c(c1C#N)CCCC2)(C(F)(F)F)C(F)(F)F	-10
CC(=O)NCc1nc2ccccc2n1C(C)C	-4&0
Cc1ccc(C(C)C)c(OCc2ccc(C(=O)O)o2)c1	3
Going on with the list:
SMILES	14-3-3 PPI
CCN(CC)CC#CC(C)OCOCC#CCOC (centres undefined)	-5
CCC(C)NC(=O)Cn1cnc2sc(C)c(S(=O)(=O)N3CCCCC3)c2c1=O (centres undefined)	0
O=C(O)c1ccc(-c2ccc(Cl)cc2)o1	-1
Cc1cccn2cc(-c3ccc(S(=O)(=O)N4CCCCC4)cc3)nc12	-11
O=c1[nH]c(-c2ccncc2)nc2ccccc12	4
O=C(Cc1ccc(Cl)cc1)Nc1cccc(-c2nc3ncccc3o2)c1	-14
O=C(NCCCN1CCCCCC1)C1C2C=CC3(CN(Cc4cccs4)C(=O)C13)O2 (centres undefined)	-3
O=[N+]([O-])c1ccc(N2CCN(S(=O)(=O)c3ccc(Br)s3)CC2)cc1	-27
Cn1ncc(Cl)c1C(=O)N1CCc2ccccc21	-4
O=C(Nc1cccc(F)c1)c1cc(S(=O)(=O)N2CCOCC2)ccc1F	-7
CCOC(=O)CCNC(=O)Nc1ccc2nc(C)n(Cc3ccccc3Cl)c(=O)c2c1	-7
O=C(COc1ccc2c(c1)C(=O)CC1(CCCCC1)O2)NCc1ccccc1	-1
CN(C)c1ccc(C2C3=C(CCCC3=O)OC3=C2C(=O)CCC3)cc1	-4
CCOC(=O)CSc1nnc(-c2ccco2)n1C	-7
CC(C)(C)c1ccc2c(c1)N(CC(=O)N1CCN(Cc3ccccc3)CC1)C(=O)CO2	3
Nc1ccc(-n2ccnc2)cc1	7
O=C(c1ccco1)N1CCN(C2CC(=O)N(c3ccc4c(c3)OCO4)C2=O)CC1 (centres undefined)	0
Cn1c(SCC(=O)N2CCCC2)nc2c([nH]c3ccccc32)c1=O	-4
CC(C)CCN1C(=O)c2ccc(-c3nc4ccc(Br)cc4c(=O)o3)cc2C1=O	-1
O=C(CN1C(=O)c2cccc3cccc1c23)Nc1ccc(S(=O)(=O)N2CCOCC2)cc1	-10
CC(=O)c1cccc(N2C(=O)c3cccnc3C2=O)c1	-5
CC1(C)CC(=O)C(C#N)=C(NCCCO)C1	-3
Cc1ccc2cc3cc(C(=O)NCc4ccc5c(c4)OCO5)sc3nc2c1	-12
NC(=O)NC(=O)Nc1ccccc1Cl	8
Cc1ccc(CSc2nnc3c(n2)OC(c2ccccn2)Nc2ccccc2-3)cc1 (centres undefined)	-6
Continued:
SMILES	14-3-3 PPI
O=C(Nc1c2c(nn1-c1ccc(Cl)cc1)CSC2)c1ccc(S(=O)(=O)N2CCCC2)cc1	-2
COC(=O)c1ccc2c(=O)n(Cc3ccc4c(c3)OCO4)c(SC)nc2c1	-11
CCN(CC)S(=O)(=O)c1ccc2oc(C(=O)NCCN3CCOCC3)c(C)c2c1	-3
CC(C)OC(=O)c1ccc2c(c1)C(=O)N(C1CCCCC1)C2=O	6
CCCCOc1ccc(C(=O)Nc2cc(C)ccn2)cc1	6
Cc1ccc(-n2c(=S)[nH]c3ccsc3c2=O)cc1F	-7
N#Cc1nc(-c2cccs2)oc1NCC1CCCO1 (centres undefined)	7
O=[N+]([O-])c1ccc(CSc2nnc(-c3ccncc3)n2-c2ccccc2)cc1	28
CCc1c(-c2ccccc2)n(Cc2ccco2)c2nc3c(c(=O)n(C)c(=O)n3C)n12	-13
CCOC(=O)CCc1c(C)c(C#N)c2nc3ccccc3n2c1N1CCN(C)CC1	2
O=C(NCc1ccccc1Cl)C1C2C=CC3(CN(Cc4cccs4)C(=O)C13)O2 (centres undefined)	-8
Cc1cc(NS(=O)(=O)c2ccc(NC(=O)COc3ccccc3)cc2)no1	-2
Fc1ccccc1OCCSc1nc2ccccc2o1	-4
CCOC(=O)N1CCC(n2c(SCC(=O)Nc3ccccc3OC)nc3ccccc3c2=O)CC1	-9
CC(C)(C)NS(=O)(=O)c1ccc2oc3ccc(S(=O)(=O)NC(C)(C)C)cc3c2c1	4
Nc1ncc(N=Cc2cc([N+](=O)[O-])ccc2O)cn1	-8
COc1ccc2c(c1)CCc1c(C(=O)NCc3cccnc3)noc1-2	-3&-5
O=C1c2ccccc2NC(c2cccc([N+](=O)[O-])c2)N1c1ccc(F)cc1 (centres undefined)	-4
CCOc1ccc(-n2c(SCC(N)=O)nc3c([nH]c4ccccc43)c2=O)cc1	6
CCC1Oc2ccccc2N(CC(=O)Nc2ccc3c(c2)OCCO3)C1=O (centres undefined)	-1
O=C(CCCN1C(=O)c2ccccc2C1=O)NCc1cccnc1	1
COc1cc(C2CC(=O)NC(SCC(=O)Nc3ccccc3C)=C2C#N)ccc1O (centres undefined)	-4
CCn1c(SCC(=O)Nc2ccc(NC(=O)c3ccco3)c(OC)c2)nc2ccccc2c1=O	-5
Cc1cccc(CCn2c(=O)c3ccccc3n(CC(=O)Nc3ccccc3)c2=O)c1	2
O=c1cc(N2CCN(Cc3ccccc3)CC2)[nH]c(=O)n1-c1cccc(C(F)(F)F)c1	-16
(further entries)
SMILES	14-3-3 PPI
CCC(=O)N1c2ccccc2NC2=C(C(=O)CC(C)(C)C2)C1c1cccc([N+](=O)[O-])c1 (centres undefined)	4
CCN(Cc1cc2cccc(C)c2[nH]c1=O)C(=O)c1ccccc1OC	-1
O=C(NCc1ccc2c(c1)OCO2)c1ccc2c(=O)n(Cc3ccccc3Cl)c(=S)[nH]c2c1	2
O=C(Nc1cccc(NC(=O)c2cccs2)c1)c1ccco1	-9
COc1ccc(-c2noc(COc3ccc(C(C)C)cc3Br)n2)cc1OC	1
COc1ccc(NC(=O)N(C2CCCCC2)C2CCN(C(C)C)CC2)c(OC)c1	4&-12
COCCCN1C(=O)C(O)=C(C(C)=O)C1c1cccc(F)c1 (centres undefined)	8
